ERG Ets-DNA blk = qHTS for Small Molecule Inhibitors of the ERG Ets/DNA interaction. Transcriptional regulator ERG (Homo sapiens), P11308. fluorescence polarization, His-ERG Ets domain / labelled DNA. Potency, µM (series often up to 76.9 µM), inactives show at the highest dose FP activity, negative = inhibition, actives largely listed as inhibitors. hit rate 0.028% among 370,000. AID 624246, 2012; active = well fitted inhibition curve with a large enough effect in the polarisation, with a control signal flat; inconclusive = small, poorly fitted or top-dose-only effect, or effect the other way, or a change in a side signal; inactive = no such curve, though single readings can be large or run the other way; the % refers to the polarisation;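 note: polarization taken with two DNA probes labelled with fluorescein and Texas red; % of control where 0% means no effect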
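His-tagged ERG Ets domain (1 uM in the protein solution; 300mM KCl, 50mM Tris-HCl, 1mM EDTA, 1mM DTT, pH 7.5) received compound, then a probe mix of 5 nM fluorescein-DNA and 100nM Texas-615-DNA. Fluorescence polarization was read for both dyes.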
rTrxR1 inhibitor = qHTS Assay for Inhibitors of Mammalian Selenoprotein Thioredoxin Reductase 1 (TrxR1): qHTS; Thioredoxin reductase 1, cytoplasmic (Rattus norvegicus), O89049; recombinant rTrxR1, NADPH fluorescence consumption, selenite substrate; Potency, µM (highest dose often 114 µM), for inactives: at the top dose activity change, negative = inhibition, hits mostly inhibitors; hit rate 1% among 390,000; note: % is set by controls: 0 for no effect and ±100 for the full control effect; nearly all actives have a fitted effect of over 65% in size
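Rat TrxR1 (90 nM in the dispensed reagent) was pre-reduced with 400 uM NADPH for 5 min at room temperature, then incubated with compound for 15 min. After 400 uM selenite was added, NADPH fluorescence (Ex 340/Em 450 nm) was followed for 8 min.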
Pin1 inhibitor = qHTS Assay to Find Inhibitors of Pin1; hit rate 0.009% among 390,000; Potency, µM (doses to about 115 µM), for the others: top-dose activity, negative = inhibition, usual class: inhibitors; Pin1 FP peptide displacement, HiFluor488, 10 min; Peptidyl-prolyl cis-trans isomerase NIMA-interacting 1 (Homo sapiens), Q13526; active = well fitted inhibition curve with a large enough effect in the polarisation, with a control signal flat, not every such curve was filed as active; inconclusive = small, poorly fitted or top-dose-only effect, or effect the other way, or a change in a side signal; inactive = no such curve, though single readings can be large or run the other way; the % refers to the polarisation; note: % is set by controls: 0 for no effect and ±100 for the full control effect
Target sequence (Q13526 whole entry, looked up): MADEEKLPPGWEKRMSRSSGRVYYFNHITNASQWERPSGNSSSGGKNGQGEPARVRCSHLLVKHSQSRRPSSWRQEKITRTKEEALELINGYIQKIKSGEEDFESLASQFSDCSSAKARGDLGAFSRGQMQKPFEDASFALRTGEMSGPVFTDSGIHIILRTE
RGS4 inhibitor = Inhibitors of Regulator of G Protein Signaling (RGS) 4: qHTS | Potency, µM (doses to about 114 µM), without a hit: at the top dose activity change, negative = inhibition, actives largely listed as inhibitors | Transcreener GDP fluorescence polarization, RGS4-accelerated GTP hydrolysis | Regulator of G-protein signaling 4 (Homo sapiens), P49798 | hit rate 0.039% among 390,000; note: % is set by controls: 0 for no effect and ±100 for the full control effect; nearly all actives have a fitted effect of over 75% in size; some results filed as inactive show a strong effect at the top dose
Target sequence (P49798 whole entry, looked up): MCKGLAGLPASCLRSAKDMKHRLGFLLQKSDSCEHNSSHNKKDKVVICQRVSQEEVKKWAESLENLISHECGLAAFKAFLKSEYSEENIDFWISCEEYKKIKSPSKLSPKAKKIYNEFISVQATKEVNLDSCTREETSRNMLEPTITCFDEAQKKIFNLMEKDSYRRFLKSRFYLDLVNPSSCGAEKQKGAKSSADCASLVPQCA
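MLSMR compounds (23 nl, pin-transferred) preincubated 10 min at room temperature with a 500nM (2x) first reagent, then RGS4 at 900nM (2x) plus Transcreener GDP mix added; fluorescence polarization (620/688 nm) read before and after 90 min at 30 °C.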
PGK inhibitor = qHTS Assay to Find Inhibitors of Phosphoglycerate Kinase; Phosphoglycerate kinase, glycosomal (Trypanosoma brucei brucei), P07378; PGK/GAPDH coupled, Kinase-Glo luminescence, 60 min; Potency, µM (top dose mostly 57.5 µM), without a hit: at the top dose activity change, negative = inhibition, usual class: inhibitors; hit rate 0.043% among 380,000; note: % is set by controls: 0 for no effect and ±100 for the full control effect; nearly all actives have a fitted effect of over 60% in size
Target sequence (P07378 whole entry, looked up): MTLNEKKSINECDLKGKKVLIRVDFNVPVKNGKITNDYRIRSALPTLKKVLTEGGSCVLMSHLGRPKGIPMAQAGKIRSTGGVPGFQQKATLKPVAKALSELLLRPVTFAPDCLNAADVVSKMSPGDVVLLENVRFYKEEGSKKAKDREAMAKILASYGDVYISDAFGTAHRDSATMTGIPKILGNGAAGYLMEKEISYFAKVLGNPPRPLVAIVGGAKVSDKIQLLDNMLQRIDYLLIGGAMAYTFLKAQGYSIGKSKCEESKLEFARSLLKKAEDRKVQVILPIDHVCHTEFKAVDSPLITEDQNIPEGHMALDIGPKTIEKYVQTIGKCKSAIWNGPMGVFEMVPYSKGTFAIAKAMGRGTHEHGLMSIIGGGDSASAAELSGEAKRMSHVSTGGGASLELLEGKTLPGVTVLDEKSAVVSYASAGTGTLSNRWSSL
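Luminescent ATP detection (Kinase-Glo Plus) follows a 60-minute room-temperature incubation, with wells lacking PGK as controls. Buffer: 100 mM TEA (pH 7.6), 5 mM MgCl2, 0.01% Tween-20. Coupling enzyme GAPDH (100 nM final) supplies unstable 1,3-BPG in-well.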
JMJD2A Tudor = qHTS Assay for Inhibitors of JMJD2A-Tudor Domain | Lysine-specific demethylase 4A (Homo sapiens), O75164 | AlphaScreen JMJD2A-Tudor / H3K4me3 peptide binding | Potency, µM (titrated, usually from 114 µM), inactives show at the highest dose activity change, negative = inhibition, hits mostly inhibitors | hit rate 4.4% among 390,000; note: % is set by controls: 0 for no effect and ±100 for the full control effect; nearly all actives have a fitted effect of over 50% in size
HP1b binding inh = HTS for Inhibitors of HP1-beta Chromodomain Interactions with Methylated Histone Tails. hit rate 0.56% among 390,000. Potency, µM (doses to about 114 µM), inactives show at the top dose activity change, negative = inhibition, hits mostly inhibitors. AlphaScreen HP1-beta / biotin-H3K9me3 peptide binding; note: nearly all actives have a fitted effect of over 70% in size; inactives centre near 23
Target sequence (P83916 whole entry, looked up): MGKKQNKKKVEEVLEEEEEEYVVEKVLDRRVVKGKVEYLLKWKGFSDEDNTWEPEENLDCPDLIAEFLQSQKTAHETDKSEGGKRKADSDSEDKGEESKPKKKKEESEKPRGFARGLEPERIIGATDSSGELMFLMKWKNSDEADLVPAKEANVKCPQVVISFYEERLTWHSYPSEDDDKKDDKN
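Compound inhibition of the preformed complex between 50 nM HP1-beta and 50 nM biotinylated H3K9me3 peptide was read by AlphaScreen. Buffer was PBS pH 7.4 with 0.01% Tween-20. Incubations ran 30 min at room temperature, with 10 ug/mL donor/acceptor beads.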
12-LOX inh = Primary qHTS assay for inhibitors of human arachidonate 12S-lipoxygenase (ALOX12): Round 2; Polyunsaturated fatty acid lipoxygenase ALOX12 (Homo sapiens), P18054; purified 12hLO, xylenol orange hydroperoxide absorbance; Potency, µM (doses to about 108 µM), inactives show top-dose activity change, negative = inhibition, actives largely listed as inhibitors; hit rate 1.1% among 580,000; note: % is set by controls: 0 for no effect and ±100 for the full control effect
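Purified human 12hLO at 150 nM in 25 mM Hepes, 0.01% Triton X-100, pH 7.0, preincubated 15 min at room temperature with compound. Reaction started with 40 uM arachidonic acid, 30 min at room temperature. Hydroperoxide measured by Fe-xylenol orange, 573/405 nm absorbance ratio.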
GLS inhibitor = qHTS for Inhibitors of Glutaminase (GLS). hit rate 0.21% among 410,000. GLS enzymatic activity, qHTS titration. Glutaminase kidney isoform, mitochondrial (Homo sapiens), O94925. Potency, µM (series often up to 45.5 µM), without a hit: at the highest dose activity change, negative = inhibition, most hits filed as inhibitors; note: % is set by controls: 0 for no effect and ±100 for the full control effect
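hKGA in 45 mM KH2PO4 pH 8.2, 0.02% Tween-20 with pin-transferred compounds; 1 mM L-glutamine (stock) plus glutamate oxidase/HRP/Amplex Red coupling added. Fluorescence read initially and after 30 min at RT.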
Numbers without * were called inactive; i = inactive; ? = inconclusive; . = no result given; & = joins results of further samples; [ ] = dose if it differs, or a comment. Unless noted, calls come from the whole dose curve; as a rule, active = well fitted curve in the direction sought with a large enough effect; inconclusive = small, poorly fitted or top-dose-only effect, or another doubt; inactive = no such curve, though single readings can be large; an effect the other way counts as inactive or inconclusive. Potency is the fitted concentration of half-maximal effect.

Structure,rTrxR1 inhibitor,ERG Ets-DNA blk,PGK inhibitor,GLS inhibitor,JMJD2A Tudor,HP1b binding inh,12-LOX inh,Pin1 inhibitor,RGS4 inhibitor
CSc1cc(-c2ccncc2)nc(-c2ccc(Cl)cc2)c1,-3%[57.1 µM],10%,3%,0%,1%,17%,.,5%,-6%
OC(c1ccc(F)cc1)C(CN1CCOCC1)c1ccccc1 (stereo unspecified),-7%,-3%,-5%,9%,-11%,57%[activator],115%[activator],1%,-5%[56.9 µM]
Nc1c(-c2nc(-c3ccc4c(c3)OCO4)cs2)c2ccccn2c1C(=O)c1ccc(Cl)cc1,17%,-1%,.,-5%,-15%,13%,-19%,?,-1%
CCN(CC)C(=O)c1sc(NC(=O)c2ccc(Br)o2)c(C(=O)OC)c1C,-12%,2%,-6%,-21%,-10%,19%,?,-1%,-27%
COc1ccc(C(=O)C/C(=C\C(=O)c2ccc(C)cc2)c2ccccc2)cc1,-12%,-2%,-8%,-10%,3%,42%[activator],1%,21%,-15%
CN1CCN(c2oc(-c3ccccc3Cl)nc2S(=O)(=O)c2ccccc2)CC1,9%,-16%,-1%,4%,?,?,i,-3%,3%
CCCCc1ccc(NC(=O)C2CCCO2)cc1 (stereo unspecified),-4%,2%,3%,2%,10%,27%,-5%,3%,2%
CN(Cc1cnn(C)c1)C(=O)c1sc2cccc(Cl)c2c1Cl,2%,-2%,i,-13%,-1%[11.4 µM],42%[activator],-20%,-1%,4%[11.4 µM]
NC(=O)C1CCCCc2c1[nH]c1ccc(Cl)cc21 (stereo unspecified),-3%,16%,-2%,3%,?,5%,-19%,-9%,-24%
C=CCSc1nsc(NC(=O)Nc2ccc(F)cc2)n1,-11%,24%,i,-7%,-3%,95%[activator],235%[activator],-4%,-17%[56.9 µM]
CC(=O)c1ccc(NC(=O)CCc2ccc(C)o2)cc1,?,11%,3%,8%,-25%,25%,0%,2%,1%
CCOC(=O)c1ccc(-c2c(-c3ccccc3OC)sc3cc4c(cc23)OCO4)cc1F,9%[57.1 µM],9%,6%,-6%,-2%,74%[activator],-14%,-4%,10%
O=C(NC1CCCC1)C(c1ccc(F)cc1)N(C(=O)c1csnn1)C1CC1 (stereo unspecified),7%,0%,-2%,18%,-8%,4%,-6%,-2%,14%
CC1(C(=O)O)CCC(C(=O)NNC(=O)c2ccccc2O)C1(C)C (stereo unspecified),9%,2%,5%,12%,2%,40%,-3%,-2%,-14%
COc1ccc(CNC(=O)C23CC4CC(CC(Br)(C4)C2)C3)cc1,9%[57.1 µM],-7%,-10%,-7%,9%,-3%,2%,-1%,-17%
Cc1cc(C(=O)CN2C(=O)NC(Cc3c[nH]c4ccccc34)C2=O)c(C)n1C (stereo unspecified),14%,-2%,-2%,28%,?,0%,29%&-12%,?,11%
Cc1ccc(CSc2cn(CC(=O)N3CCCCCC3)c3ccccc23)cc1,29%,3%,-1%,-8%,-9%,23%,-14%,-1%,14%
C[C@@H]1C(=O)O[C@H](C)[C@H]1C[C@@H](O)[C@](C)(O)C1CC[C@@]2(O)C3=CC(=O)[C@@H]4C[C@@H](O)[C@@H](O)C[C@]4(C)C3CC[C@]12C (stereo partly specified),3%,-8%,1%,6%,-22%,26%,-6%,4%,10%
Cc1cccc(-c2c3c(=O)n(C)c(=O)n(C)c3cn2C(C)(C)C)c1,-7%,-2%,i,-1%,-14%,13%,-25%,1%,-13%
Cc1ccc(S(=O)(=O)NC2=NCN(CCc3ccccc3)CN2)cc1,24%[57.1 µM],-5%,-2%,-5%,-9%,32%[activator],0%&9%,-7%,30%
Cn1c(N)c(C(=O)COC(=O)c2cc(C3CC3)nc3ccccc23)c(=O)n(C)c1=O,-2%[57.1 µM],-10%,0%,3%,-32%,15%,9%,8%,10%
CCOc1cc(C)c(Cl)cc1S(=O)(=O)N(CC)CC,7%[57.1 µM],8%,-6%,1%,38%[activator],66%,23%,1%,-1%
O=C(O)C1C2CCC(O2)C1C(=O)Nc1cccc(Cl)c1 (stereo unspecified),18%,1%,i,2%,-15%,15%,?,-9%,-2%
CCN(CC)CCN1C(=O)C(=O)/C(=C(/O)c2ccc(S(=O)(=O)N3CCOCC3)cc2)C1c1ccc(C(C)(C)C)cc1 (stereo unspecified),10%,9%,-3%,18%,-18%,24%,.,-11%,-25%
CN1C(=O)CC(N2CCN(Cc3ccc(Cl)cc3)CC2)C1=O (stereo unspecified),9%[57.1 µM],2%,-5%,14%,-10%,27%,-13%,-1%,2%
O=C(Nc1ccc([N+](=O)[O-])cc1)c1cc(-c2ccccn2)nc2c(Cl)cccc12,10%[57.1 µM],-6%,-9%,3%,-9%,26%,?,0%,-27%
COc1cccc(C(O)c2nc3ccccc3n2C)c1 (stereo unspecified),32%,7%,i,-14%,-8%,39%[activator],-2%,-4%,-30%
COCCn1c(=O)[nH]c2cc(C(=O)N3CCN(c4cc(C)ccc4C)CC3)ccc2c1=O,24%[57.1 µM],5%,-6%,-14%,-5%,-2%,-4%,-1%,-9%
COC(=O)NCC(C)OC(=O)Nc1cccc(Cl)c1 (stereo unspecified),5%[57.1 µM],4%,2%,2%,-35%[57.1 µM],-10%,?,2%,8%[11.4 µM]
C(=N\Nc1ccccn1)/c1ccc2c(c1)OCCO2,31%[57.1 µM],5%,10%,-11%,-26%[57.1 µM],?,3%,0%,-39%

Reformatted with two lines to a compound: part of the list above
Every second line gives: rTrxR1 inhibitor	ERG Ets-DNA blk	PGK inhibitor	GLS inhibitor	JMJD2A Tudor	HP1b binding inh	12-LOX inh	Pin1 inhibitor	RGS4 inhibitor
> CC(=O)c1ccc(NC(=O)CCc2ccc(C)o2)cc1
    ?	11%	3%	8%	-25%	25%	0%	2%	1%
> CCOC(=O)c1ccc(-c2c(-c3ccccc3OC)sc3cc4c(cc23)OCO4)cc1F
    9%[57.1 µM]	9%	6%	-6%	-2%	74%[activator]	-14%	-4%	10%

(listing goes on)
Structure,rTrxR1 inhibitor,ERG Ets-DNA blk,PGK inhibitor,GLS inhibitor,JMJD2A Tudor,HP1b binding inh,12-LOX inh,Pin1 inhibitor,RGS4 inhibitor
O=C(c1ccccn1)N1CCN(S(=O)(=O)c2ccc(F)cc2)CC1,-6%,2%,-1%,-18%,-11%,21%,-11%,-10%,-12%
O=C(Cc1ccccc1)c1ccc(O)cc1,17%[57.1 µM],-4%,-9%,-12%,-15%,8%[57 µM],0%,-2%,23%
COc1ccc(OC)c(-n2c(-c3ccc(S(C)(=O)=O)cc3)cc(C=O)c2C)c1,-6%,-2%,-1%,-2%,-21%,9%,300%[activator],4%,-16%
COCCn1c(SCC(=O)c2ccc3c(c2)OCCO3)nnc1-c1ccoc1C,45µM*,9%,-14%,14%,-25%,17%,7%,1%,-25%
CCCCN(CC)CCNC(=O)c1cc2cc3ccc(Cl)cc3nc2o1,-5%[57.1 µM],3%,2%,6%,-19%,-23%,6%,-6%,8%
CCCOc1ccc(-c2c(C(=O)N/N=C/c3cccs3)nnn2-c2nonc2N)cc1,16%,-1%,-1%,-4%,-1%,51%[activator],.,22%,0%
COc1cccc(CN(CC(=O)NCC2CCCO2)C(=O)CNS(=O)(=O)c2ccccc2)c1 (stereo unspecified),8%,-3%,-2%,3%,-6%,31%[activator],0%,5%,20%
CCOc1ccc(NC(=O)COC(=O)c2c(OC)cccc2OC)cc1,15%,-6%,i,4%,-8%,20%,12%,-10%,-25%
O=C(CCCn1cc([N+](=O)[O-])cn1)NC1CCCCCC1,18%[57.1 µM],1%,1%,0%,-10%,27%,-1%,3%,8%
CCOC(=O)CSc1n[nH]c(=O)n1CCc1ccccc1,6%,-4%,1%,0%,-11%,17%,0%,-1%,-5%
O=C(c1ccccc1-c1nc(-c2ccccc2)no1)N1CCCC1,-6%[57.1 µM],5%,-6%,-1%,14%,60%[activator],0%,-9%,-27%
COc1cc(/C=C(\CC(=O)O)c2nc3ccccc3s2)ccc1OCC(=O)Nc1ccccc1F,-12%,.,-16%,7%,?,0%,?,0%,-42%
COCCN(C(=O)COC(=O)CCOc1cccc(C)c1)c1c(N)n(Cc2ccccc2)c(=O)[nH]c1=O,43%[57.1 µM],-3%,-1%,-9%,-6%,43%[activator],20%,3%,-8%
CC1CN(C(=O)CSc2cn(CC(=O)N3CCOCC3)c3ccccc23)CC(C)O1 (stereo unspecified),22%,1%,i,1%,-12%,33%,-6%,-15%,-2%
CCOc1ccc(N2CC(C(=O)NCc3ccc(F)cc3)CC2=O)cc1 (stereo unspecified),14%,.,-4%[11.5 µM],0%,-11%,12%,-9%,8%,7%
COC(=O)c1ccc(NS(=O)(=O)N(C)C)cc1,31%[57.1 µM],8%,-3%,-7%,-16%,4%,-12%,0%,12%

This is a subset; rates above refer to the full screens.
